# Screens deposited in PubChem BioAssay by National Center for Advancing Translational Sciences (NCATS).
# IkB sig inh = IkB Signaling; Potency, µM (doses to about 57.1 µM), inactives show top-dose IkBa stabilization activation; ABC-DLBCL IkBa-CBG/CBR dual luciferase ratio, 4 h; response scale: scaled: untreated 0%, proteasome inhibitor 100%; actives 0.04% (n = 110,000); active = well fitted curve in the direction sought with a large enough effect in the signal ratio, not every such curve was filed as active; inconclusive = small, poorly fitted or top-dose-only effect, or a change in a side signal; the % refers to the signal ratio;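 also: the direction sought is a rising ratio; 0% = basal untreated cells and 100% = reference inhibitor full response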
#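 Luminescence ratio of IκBα-fused green versus native red beetle luciferase in OCI-Ly3 cells, 4 h post-doxycycline with compound; red signal alone, scaled from basal (0%) to zero light (-100%), flagged nonspecific or cytotoxic effects.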
# p53ts 39C tox = qHTS Screen for Compounds that Selectively Target Cancer Cells with p53 Mutations: Cytotoxicity of p53ts Cells at the Nonpermissive Temperature; H1299-p53A138V viability at 39C, ATP luminescence, 24 h; Potency, µM (top dose mostly 46.1 µM), inactives show at the top dose activity change, negative = cell killing, most hits filed as cytotoxic; actives 1.5% (n = 130,000); AID 902, 2007; also: nearly all actives have a fitted effect of over 55% in size
# p53ts 32C kill = qHTS Screen for Compounds that Selectively Target Cancer Cells with p53 Mutations: Cytotoxicity of p53ts Cells at the Permissive Temperature; H1299-p53A138V at 32C, ATP luminescence viability, 24 h; Potency, µM (series often up to 46.1 µM), inactives show top-dose activity change, negative = cytotoxicity, hits mostly cytotoxic; actives 0.93% (n = 130,000); AID 924, 2007;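 also: 0% = DMSO and -100% = full killing by reference compound; nearly all actives have a fitted effect of over 55% in size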
#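 H1299-p53 A138V cells (temperature-sensitive p53) exposed 24 h to up to 46 uM compound at 32C, where p53 is wild-type in conformation. Viability read as ATP luminescence and normalised to DMSO and 100 uM tamoxifen. AC50 fitted with the Hill equation.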
# Imprint erasure = qHTS Assay for Compounds that Induce Erasure of Genomic Imprints | mouse ES Peg3-LacZ reporter, beta-gal luminescence, 40 h | Potency, µM (doses to about 60.7 µM), for the others: top-dose activity change, positive = activation, most hits filed as activators | actives 0.02% (n = 110,000) | AID 1948, 2009;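 also: 0% = negative control wells on the plate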
#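 Gelatin-coated wells received 300 freshly trypsinized female ES cells with a Peg3LacZ-Neo reporter on the maternal allele, then incubated 40 hours at 37C. BetaGlo was added for 5 minutes at room temperature before a single luminescence read.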
# * marks the source's active call; other numbers are inactive results; ? = inconclusive; . = no result given; [ ] = dose if it differs, or a comment. Unless noted, calls follow the shape of the dose curve; as a rule, active = well fitted curve in the direction sought with a large enough effect; inconclusive = small, poorly fitted or top-dose-only effect, or another doubt; inactive = no such curve, though single readings can be large; an effect the other way counts as inactive or inconclusive. Unless noted, % is scaled to controls: 0 for no effect and ±100 for the full control effect; potency is read from the fitted curve at half-maximal effect.
molecule | IkB sig inh | p53ts 39C tox | p53ts 32C kill | Imprint erasure
CCOC(=O)c1ccc(NC(=O)Nc2ccc3c(c2)OCCO3)cc1 | ? | 7% | 14% | 0%
CC1CCCN(C(=O)C2CCN(CC3CC=CCC3)CC2)C1 (stereo unspecified) | 0.8% | -1% | -5% | -12%
COc1ccc(NC(=O)CSc2nnc3scc(-c4ccc(Cl)cc4)n23)cc1 | ? | 13µM* | ? | -13%[10.9 µM]
CC(=O)Nc1ccc(NC(=O)c2cc3sccc3n2Cc2ccc(F)cc2)cc1 | 1.0% | ? | -25% | -15%[10.9 µM]
Cc1cc(C)c(NC(=O)Cn2nnc3sc4c(c3c2=O)CCC(C(C)(C)C)C4)c(C)c1 (stereo unspecified) | -0.3% | 13µM* | ? | -11%[10.9 µM]
CCN(CCO)C1CC(=O)N(c2ccccc2C)C1=O (stereo unspecified) | 6.3% | 9% | 12% | -27%
CN(C)S(=O)(=O)c1cccc(-c2nnc(SCc3ccc4c(c3)OCCO4)o2)c1 | ? | 3% | 0% | -15%
CC(=O)N1c2ccc(S(=O)(=O)Nc3ccc(Cl)cc3C)cc2CC1C (stereo unspecified) | 3.5% | -15% | 11% | -20%[10.9 µM]
O=C(C1CCCN(S(=O)(=O)c2ccccc2)C1)N1CCN(c2ncccn2)CC1 (stereo unspecified) | -0.1% | 9% | -5% | -11%
N#C/C(=C\c1ccco1)Sc1nc2ccccc2s1 | 1.5% | -19% | -14% | -12%
N#Cc1ccccc1-c1ccc2ncnc(NCCN3CCOCC3)c2c1 | 0.9%[11.4 µM] | -16% | 6% | -7%
COC(=O)c1ccccc1NC(=O)N1CCN(C(=O)c2ccco2)CC1 | 0.2% | 10% | -4% | -2%
O=C1CSC(c2ccccn2)N1c1cccc(Cl)c1 (stereo unspecified) | -0.9% | -9% | 2% | -8%
O=C(/C=C/c1ccco1)NC(=S)NNC(=O)c1ccco1 | . | -14% | ? | .
COc1cccc(-n2nnc3c(=O)n(CC(=O)NC4CCCC4)cnc32)c1 | -1.5% | 7% | 5% | -5%
CSc1nc2ccccc2n1C(=O)NC1CCCCC1 | -0.1% | -18% | 1% | -10%
Cc1ccccc1NC(=O)CCN1CCN(C/C=C/c2ccccc2)CC1 | 0.0% | 1% | -2% | -17%
O=C(c1ccccn1)N1CCN(c2ccc(C(F)(F)F)cn2)CC1 | 0.7% | -2% | 3% | -11%
CC(=O)N=c1cccc(NC(C)=O)n1O | 5.9% | 9% | -1% | -4%
O=C(Oc1cccc2ccccc12)c1ccco1 | 3.0% | -1% | 2% | 0%
Cc1cccc(NC(=O)Cn2c(=O)n(-c3ccccc3Cl)c(=O)c3c(C)c(C(=O)N(C)C)sc32)c1 | 1.8% | 0% | 15% | 10%[10.9 µM]
c1ccn2c(Cc3nnc4ccccn34)nnc2c1 | 0.6% | 16% | 2% | -1%
Cc1ccc(N2CC(C(=O)N3CCc4ccccc43)CC2=O)cc1 (stereo unspecified) | 1.9% | 9% | 5% | -9%
O=C(c1cccc(F)c1)N1CCC(c2c[nH]c3ccccc23)(c2c[nH]c3ccccc23)CC1 | ? | ? | -5% | -6%[10.9 µM]
COC(=O)c1ccc(NS(=O)(=O)c2ccc(OC)cc2)cc1 | 2.1% | 9% | 11% | -10%
COc1ccc(OC)c(NC(=O)c2cc3cc(C)ccc3n2C)c1 | ? | -1% | -7% | 15%[10.9 µM]
CC(=O)c1ccc(NC(=O)C2CCCNC2=O)cc1 (stereo unspecified) | 2.7% | 0% | -4% | 0%
Cc1ccc(-c2nc3ncccn3c2NC2CCCC2)o1 | -1.6% | 1% | -17% | -7%
Cc1c(C(=O)NCc2ccccc2Cl)sc2nc3n(c(=O)c12)CCCC3 | ? | -13% | 3% | -7%[10.9 µM]
CCCCCCCNS(=O)(=O)c1cccc2c(Cl)cccc12 | ? | ? | -29% | -23%
COc1ccc(C(=O)NC(c2ccccc2Cl)c2cc(Cl)c3cccnc3c2O)cc1 (stereo unspecified) | ? | 2.5µM* | -9% | -21%[10.9 µM]
CCCCn1c(-c2ccsc2)nc2c1c(=O)[nH]c(=O)n2CCC | -1.3% | -1% | -1% | -10%
CC(C)Oc1ccc(NC(=O)C2CCCNC2=O)cc1 (stereo unspecified) | -1.1% | -2% | 1% | -18%
CCc1ccc2[nH]c(=O)c(CN(Cc3ccc(OC)cc3)Cc3nnnn3CCOC)cc2c1 | ? | -15% | -12% | -9%
COc1cc(C2c3c(-c4c(C)cc(C)cc4O)n[nH]c3C(=O)N2CCO)cc(OC)c1OC (stereo unspecified) | 0.2% | -12% | -1% | -6%[10.9 µM]
CCCOC(=O)C1=C(C)NC2=C(C(=O)C(C(=O)OC)C(C)C2)C1c1ccc(N(C)C)cc1 (stereo unspecified) | 0.0% | 1% | 6% | 6%
COc1cccc(-c2nc3n(n2)C(c2ccccc2Cl)C(C(N)=O)=C(C)N3)c1 (stereo unspecified) | 9.5% | -6% | -1% | -9%
CCc1nn(CC(=O)NCCCN2CCN(C)CC2)c(=O)c2cc3occc3n12 | 0.1% | ? | -4% | -4%[10.9 µM]
CC1Cc2ccccc2N1C(=O)CSC1=NCCS1 (stereo unspecified) | -1.1% | -23% | 1% | -15%
COc1ccc(-c2ccc(NS(=O)(=O)c3ccccc3Cl)cc2)nn1 | ? | -4% | 12% | -7%[10.9 µM]

# Profiles, quoted from the list. Screens in order: IkB sig inh, p53ts 39C tox, p53ts 32C kill, Imprint erasure
# Results for `CCCCn1c(-c2ccsc2)nc2c1c(=O)[nH]c(=O)n2CCC` → -1.3%, -1%, -1%, -10%
# Results for `COc1cccc(-c2nc3n(n2)C(c2ccccc2Cl)C(C(N)=O)=C(C)N3)c1` (stereo unspecified) → 9.5%, -6%, -1%, -9%
# Results for `CCCCCCCNS(=O)(=O)c1cccc2c(Cl)cccc12` → ?, ?, -29%, -23%
# Results for `Cc1c(C(=O)NCc2ccccc2Cl)sc2nc3n(c(=O)c12)CCCC3` → ?, -13%, 3%, -7%[10.9 µM]
# Results for `O=C(c1cccc(F)c1)N1CCC(c2c[nH]c3ccccc23)(c2c[nH]c3ccccc23)CC1` → ?, ?, -5%, -6%[10.9 µM]

# Next compounds.
molecule | IkB sig inh | p53ts 39C tox | p53ts 32C kill | Imprint erasure
CCc1nnc(-n2nc(C)cc2-c2ccccc2)n1N | 0.2% | 15% | ? | 9%
CC(C)(C)n1nnnc1C(c1cccs1)N1CCCC2(CCCCC2)C1 (stereo unspecified) | 3.6% | -5% | -4% | -5%
CCCCNC(=O)CSC1=Nc2ccccc2C2=NC(CCC(=O)NCc3ccccc3OC)C(=O)N12 (stereo unspecified) | -2.1% | -10% | 14% | -11%[10.9 µM]
COc1nnc(-c2ccc(N3CCCCC3)c(N)c2)c2ccccc12 | ? | 10% | 14% | -18%
COC(=O)c1c(NC(=O)C(C)Oc2ccc(Cl)c(C)c2)sc(C)c1C (stereo unspecified) | 2.3% | 41%[activator] | -1% | 17%[10.9 µM]
CC(=O)c1ccc(NC(=O)CCCc2nc(-c3cccc(C)c3)no2)cc1 | ? | -15% | -8% | 11%[10.9 µM]
COc1ccc(C)c2sc(NC(=O)c3ccc(S(=O)(=O)N4CCCCC4)cc3)nc12 | -0.6% | -15% | 2% | 3%[10.9 µM]
Cn1c(=O)cc(OCCCC(=O)NCc2ccc3c(c2)OCO3)c2ccccc21 | ? | -10% | -5% | -11%
Cc1occc1-c1nnc(SCC(=O)c2cc3ccccc3oc2=O)o1 | ? | 0% | 0% | -2%
Cc1cccc(N2CCN(C(=O)CCc3nnc4n(CC(C)C)c(=O)c5ccccc5n34)CC2)c1C | ? | -15% | 8% | -10%[10.9 µM]
CCc1nnc(NC(=O)C2Cc3ccccc3CN2S(=O)(=O)c2cccs2)s1 (stereo unspecified) | ? | -22% | -5% | -8%
COc1cccc(C2NC(=O)NC(O)(C(F)(F)F)C2C(=O)c2cccnc2)c1OC (stereo unspecified) | -0.5% | 3% | 6% | -2%
O=c1c(NCCc2ccc(Cl)cc2)nccn1-c1ccccc1 | 1.1% | 1% | -3% | -7%[10.9 µM]
CCOc1ccc(NC(=O)c2cnn3c(C(F)F)cc(-c4ccc(C)cc4)nc23)cc1 | 1.1% | 13% | 2% | 6%[10.9 µM]
O=C(CCc1nc2ccccc2c(=O)[nH]1)OCc1ccccc1F | . | 16% | 22% | .
COc1ccccc1NC(=O)c1oc2ccccc2c1NC(=O)Cc1cccs1 | ? | ? | ? | -19%[10.9 µM]
O=c1c2ccccc2nc2c3ccccc3c(N3CCOCC3)nn12 | -0.5% | 18% | -7% | -6%
COc1ccc(CCN2C(=O)N(c3ccc(F)cc3)C(=O)C2CC(=O)Nc2ccccc2)cc1 (stereo unspecified) | ? | 0% | 2% | -8%[10.9 µM]
O=c1cc(-c2ccco2)oc2ccc(Cl)cc12 | -2.4% | -14% | -15% | 1%
CC(C)n1nc(C(=O)NCCc2ccc(S(N)(=O)=O)cc2)c2ccccc2c1=O | -1.6% | 17% | 4% | -10%

# Single entries from above.
# Reading of `COC(=O)c1c(NC(=O)C(C)Oc2ccc(Cl)c(C)c2)sc(C)c1C` (stereo unspecified) under p53ts 39C tox: 41%[activator]
# Reading of `COc1ccc(CCN2C(=O)N(c3ccc(F)cc3)C(=O)C2CC(=O)Nc2ccccc2)cc1` (stereo unspecified) under Imprint erasure: -8%[10.9 µM]
# Reading of `O=c1cc(-c2ccco2)oc2ccc(Cl)cc12` under Imprint erasure: 1%

# The list goes on.
molecule | IkB sig inh | p53ts 39C tox | p53ts 32C kill | Imprint erasure
COC(=O)CN(c1ccccc1C)S(C)(=O)=O | 2.0% | 22% | 2% | -5%
Oc1ccc(-c2csc(NCc3ccco3)n2)cc1 | 0.9% | -30% | -3% | -28%
COc1ccc2c(CNC3CCCC3)c(C(=O)O)n(Cc3ccccc3C)c2c1 | ? | -11% | 1% | -11%[10.9 µM]
Cc1[nH]c2ccccc2c1C(=O)CN1CCC(C(N)=O)(N2CCCCC2)CC1 | 2.0% | 4% | -4% | -10%
COc1cc(OC)c(-c2nn3c(-c4ccncc4)nnc3s2)cc1OC | -3.8% | 17% | 5% | 19%
NC(CCC(=O)NC(CCSC(CC(=O)O)C(=O)O)C(=O)NCC(=O)O)C(=O)O (stereo unspecified) | . | 10% | 4% | 3%
COc1cccc(-c2cc(C(F)(F)F)nc(-n3cncn3)n2)c1 | -1.8% | -8% | -5% | -14%
Cc1ccc2nc3c(cc(C#N)c(=O)n3-c3nnc(SCc4ccccc4Cl)s3)c(=O)n2c1 | -0.9% | -3% | -13% | -9%[10.9 µM]
CCOC(=O)N1CCN(c2nc(C)c3c(n2)CCCC3=O)CC1 | -2.8% | 8% | 1% | -28%
Cc1cccc(OCc2nc(C#N)c(NCc3ccc4c(c3)OCO4)o2)c1 | ? | -8% | 3% | .
CCOc1ccc(Nc2nc3c(c(=O)[nH]2)CCC3)cc1 | -1.4% | 7% | 2% | -21%
O=c1cc(-c2ccccc2)[nH]n1-c1nc2ccccc2[nH]1 | ? | ? | ? | -8%
CC(C)Cn1c(=O)c2c(nc3n2CCCN3CCc2ccccc2)n(C)c1=O | 0.5% | 9% | -26% | ?
Brc1cccc(-c2nnc3sc(CN4CCC5(CC4)OCCO5)cn23)c1 | -0.7% | -2% | -6% | 9%
CCCSc1nc2sc3c(c2c(=O)n1-c1ccc(C)cc1)CCCC3 | 4.6% | 33%[activator] | 0% | -2%[10.9 µM]
CC(C(=O)NCCSCc1cccc(Cl)c1)N(c1ccccc1)S(C)(=O)=O (stereo unspecified) | ? | 1% | 5% | -11%[10.9 µM]
Clc1cccc(-c2ccc(/C=N/n3cnnc3)o2)c1 | -1.0% | -2% | -7% | -7%
C=CCn1c(SCC(=O)NC(=O)NC2CCCC2)nnc1C1CCCCC1 | 0.4% | -4% | 2% | -11%
COCCn1c(CN2CCC(Cc3ccccc3)CC2)nc2c1c(=O)n(C)c(=O)n2C | -0.6% | 1% | 4% | -17%
CC1(C)C(N(O)C(=O)Nc2ccccc2)N(c2cccc(Cl)c2)C(=O)N1O (stereo unspecified) | 2.4% | 2% | 4% | -8%
O=C(Nc1ccc(F)cc1)Nc1ccc(Cl)cn1 | -0.5% | 5% | 9% | -28%
